INS-1E GSIS act: GLuc luminescence reporter in INS-1E cells, primary screen for activators of glucose-dependent secretion of insulin; INS-1E GLuc reporter insulin secretion, 2-3 h; activation, % at 16.6 µM; actives 0.61% (n = 370,000); AID 743287, 2014;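 active = lowest replicate activation of at least 40%, so every replicate reaches that level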;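 also: 0% = median of neutral control wells and 100% = median of IBMX positive control wells; some compounds called inactive have numbers as strong as hits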
F508del corr: F508del CFTR correction, initial screen, CFBE line, single point | CFBE cells, YFP halide quenching; stimulated with forskolin plus potentiator P3; % fluorescence drop versus neutral controls | activity (quench increase), % at 7.58 µM | actives 0.36% (n = 350,000);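 active = mean added fluorescence quench of at least 8% versus neutral control, with both replicates also reaching 8%; inconclusive = only one of the mean or replicate conditions met; inactive = mean below 8% and not both replicates reaching 8%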;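 also: cells transiently co-express mutant CFTR-F508del with the halide-sensitive YFP; corrector assay measuring rescue of mutant channel to the surface after 24 h compound exposure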
miR-122 sensor: miR-122 Renilla sensor signal increase in Huh7, primary screen, miR-122 inhibitor project, cell-based, single point, plate reader | Huh7 miR-122 Renilla luciferase sensor, 48 h; neutral wells = 0, positive control = 100 | activation (reporter increase), % at 12.5 µM | actives 0.3% (n = 340,000);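 active = mean replicate activation score at least 90 and every replicate individually at or above 90; inconclusive = only one of the two criteria met; inactive = neither criterion met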;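 also: higher luciferase means less miR-122 activity so hits act as miR-122 inhibitors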
FN deposition inh: inhibitors of fibronectin matrix deposition, primary screen, AH1F cells, Alexa488-fibronectin fluorescence, plate reader; AH1F fibroblasts, overnight; AID 743247, 2014; inhibition, % at 12.6 µM; actives 0.086% (n = 350,000);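 active = mean inhibition across replicates of 30% or more, regardless of how many single replicates reach that level; inconclusive = mean under 30% yet at least half of replicates reach 30%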;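 also: positive control wells lacked labelled fibronectin entirely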
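test system = AH1F fibroblasts assembling fluorescent fibronectin matrix | quantity = 10000 AH1F cells per well | buffer or medium = DMEM plus 2% serum, read in PBS | doses = single dose, pinned | incubation = 1 h cell attachment, overnight exposure to compound and label | detection = fluorescence at 485 nm excitation, 525 nm emission | read-out basis = inhibition from reduced deposited-fibronectin fluorescence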
DENV2 CPE: inhibitors of DENV2 cytopathic effect, primary screen, cell-based, plate reader, single concentration. actives 1.7% (n = 350,000). DENV2-infected cells, cytopathic effect rescue. CPE inhibition, % at 9.99 µM; in the data active = CPE inhibition above about 20%, passing the limit was not always enough; inconclusive = no clear call, values can overlap the other calls; tested in BHK-21 cells;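 also: 0% = median of neutral control wells and 100% = median of positive control wells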
EWS-Fli block: EWS/Fli-driven NR0B1 reporter inhibitors, primary screen, A673 cells, NR0B1 luciferase, luminescence, MLPCN library | viability-normalised | inhibition, % at 12.6 µM | actives 0.67% (n = 350,000) | AID 651661, 2012;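 active = mean inhibition of at least 50% after viability correction, with every replicate also passing that limit; inconclusive = mean reaches 50% but only one of two replicates passes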;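 also: firefly luciferase signal divided by Alamar Blue viability fluorescence both relative to DMSO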
PAX8 inh HTS: inhibitors of PAX8-driven TPO luciferase reporter, primary screen, RMG-I cells, single concentration; inhibition, % at 12.6 µM; SteadyGlo, 24 h; AID 652154, 2013; actives 1.2% (n = 360,000);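 active = mean replicate inhibition at least 60% with every replicate also reaching 60%; inconclusive = only one of the two criteria is met; inactive = mean below 60% and not all replicates reaching 60%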;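 also: luciferase light reporting Pax8 driven TPO promoter activity; plate controls were median of neutral control wells for no effect and mitoxantrone controls for full effect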
Starred values were filed as active, the others as inactive; ? = inconclusive; · = no result given; & = joins results of further samples; ! = a repeat was not active; [ ] = another dose, or the depositor's remark.

Sample of the layout, three compounds:
SMILES	FN deposition inh	PAX8 inh HTS	F508del corr	DENV2 CPE	miR-122 sensor	EWS-Fli block	INS-1E GSIS act
CN(C[C@@H]1N[C@H](CO)[C@@H]1c1ccc(C2=CCCCC2)cc1)S(C)(=O)=O	-16	-37	-7.3	-6	29[16.7 µM]	-20	-21
Cc1ccc(S(=O)(=O)Nc2cccc3c2O[C@H](CN(C)S(=O)(=O)c2ccc(C)cc2)[C@@H](C)CN([C@H](C)CO)C3=O)cc1	·	-2	-1.8	7	3[16.7 µM]	0	·
Nc1[nH]n(-c2c(Cl)cc(Cl)cc2Cl)c(=O)c1N=Nc1ccc(S(=O)(=O)Nc2ncccn2)cc1	4	0	-2.4	9	-10	8	-18

The list itself, from the start:
SMILES	FN deposition inh	PAX8 inh HTS	F508del corr	DENV2 CPE	miR-122 sensor	EWS-Fli block	INS-1E GSIS act
CN(C[C@@H]1N[C@H](CO)[C@@H]1c1ccc(C2=CCCCC2)cc1)S(C)(=O)=O	-16	-37	-7.3	-6	29[16.7 µM]	-20	-21
Cc1ccc(S(=O)(=O)Nc2cccc3c2O[C@H](CN(C)S(=O)(=O)c2ccc(C)cc2)[C@@H](C)CN([C@H](C)CO)C3=O)cc1	·	-2	-1.8	7	3[16.7 µM]	0	·
Nc1[nH]n(-c2c(Cl)cc(Cl)cc2Cl)c(=O)c1N=Nc1ccc(S(=O)(=O)Nc2ncccn2)cc1	4	0	-2.4	9	-10	8	-18
Cc1cc(-c2ccccc2)nc(N(C)NC(=O)C(C)(C)C)c1S(C)(=O)=O	2	2	5.7	3	-1	2	16
CO[C@H](CN(C)C(=O)Nc1ccc(Cl)cc1)[C@H](C)CN(Cc1ccccc1Cl)[C@H](C)CO	2	·	0.3	1	·	7	-8
CCOc1ccc(OCC)c(NC(=O)CSc2nc3c(c(=O)n(C)c(=O)n3C)n2C(C)C)c1	·	·	1.5	-1	-1	9	-41
Cc1ccc(S(=O)(=O)NCC(=O)OCC(=O)NCc2cccs2)cc1	-1	-4	0.1	-9	-2	-1	-28
COCC#Cc1ccc2c(c1)O[C@H](CN(C)C(=O)COC)[C@H](C)CN([C@@H](C)CO)S2(=O)=O	·	3	-1.3	-2	-11[16.7 µM]	4	13
Cc1cc(C)nc(NS(=O)(=O)c2ccc(NC(=O)Nc3ccccc3F)cc2)n1	-2	0	1.0	6	32	-9	-5
Cn1c(=O)c2c(-c3ccccc3)n(-c3ccccc3)cc2n(C)c1=O	5	-17	-2.7	-6	-7	13	4
COc1ccc2oc(C(=O)OCC(=O)N3CCN(S(=O)(=O)c4ccc(C)cc4)CC3)c(C)c2c1	·	13	-1.3	13	-11	·	13
CCCNC(=O)c1ccc(N2CCC3(CC2)CC(c2cccc(Br)c2)=NO3)c(N)c1	-18	12	-0.1	?	0	14	·
C[C@@H]1CN([C@H](C)CO)C(=O)c2cccc(NC(=O)c3ccncc3)c2O[C@@H]1CN(C)C(=O)Nc1ccc(F)cc1	7	-8	0.4	-2	15[16.7 µM]	-1	9
Cc1nn(CC(=O)Nc2ccncc2)c(C)c1[N+](=O)[O-]	3	-7	·	·	3	·	-1
C=CCn1c(-c2ccc(OC)cc2)nc2nc3ccccc3nc21	1	-18	·	·	5	·	·
C[C@@H]1CN([C@@H](C)CO)C(=O)c2cc(NS(=O)(=O)c3ccccc3)ccc2O[C@@H]1CN(C)Cc1ccc(C(F)(F)F)cc1	·	-2	-3.8	10	-3[16.7 µM]	-4	-30
Nc1nnc(SCc2nnc(-c3ccccc3)o2)s1	2	-8	0.1	-5	·	7	6
C[C@H]1CN([C@@H](C)CO)C(=O)c2ccccc2-c2ccccc2CO[C@H]1CN(C)Cc1ccc(O)cc1	-7	·	1.1	3	·	1	10
O=C1CCCCCCC(=O)[C@H](O)C[C@H](c2ccccc2)O1	-5	-10	0.4	50*	·	-4	-11
C[C@@H]1CN([C@H](C)CO)C(=O)c2cc(NC(=O)Nc3ccccc3)ccc2O[C@@H](C)CCCCO[C@@H]1CN(C)S(=O)(=O)c1ccccc1	-5	2	1.7	-7	6[16.7 µM]	-3	-32
Cc1c(C)n(Cc2ccc(F)cc2)c2ccc(C(=O)N3CCN(c4ccccn4)CC3)cc12	1	-5	-0.4	5	·	7	-19
CN1CCN(NC(=O)CN2C(=O)S/C(=C\c3c(Cl)cccc3Cl)C2=O)CC1	·	1	-0.7	-3	·	4	-1
CN(CC(=O)Nc1cccc2c1CCCC2)S(=O)(=O)c1ccccc1	7	·	·	·	2	·	13
COc1ccccc1NS(=O)(=O)c1cc(N)ccc1N1CCOCC1	2	-14	-3.6	-3	12	-2	-6
CSCCC(NC(=O)COc1ccccc1)C(=O)N(C)CC(=O)Nc1ccc(Cl)cc1 (configuration not stated)	0	17	-0.8	-4	66	13	-44
CCn1c(SCC(=O)Nc2cccc(C)n2)nc2c1c(=O)n(C)c(=O)n2C	3	17	3.0	4	·	7	12
Cc1ccc2sc(NNC(=O)c3cc(-c4cccs4)nc4ccccc34)nc2c1C	-16	54	1.8	0	·	18	·
NCC(=O)c1cccc2ccc[n+]([O-])c12	-1	13	2.1	2	-5	-6	-9
Nc1c(-c2ccc(F)c(F)c2)nc2ncccn12	3	-14	0.4	5	·	5	-10
CCOc1ccc(/C(O)=C/C(=O)C(=O)Nc2ccc(S(=O)(=O)NC(C)=O)cc2)cc1	3	-22	·	-2	·	11	·

Limited to INS-1E GSIS act, PAX8 inh HTS and FN deposition inh, for some of the entries so far:
smiles | INS-1E GSIS act | PAX8 inh HTS | FN deposition inh
Cc1nn(CC(=O)Nc2ccncc2)c(C)c1[N+](=O)[O-] | -1 | -7 | 3
C=CCn1c(-c2ccc(OC)cc2)nc2nc3ccccc3nc21 | · | -18 | 1
C[C@@H]1CN([C@@H](C)CO)C(=O)c2cc(NS(=O)(=O)c3ccccc3)ccc2O[C@@H]1CN(C)Cc1ccc(C(F)(F)F)cc1 | -30 | -2 | ·

The list goes on.
SMILES	FN deposition inh	PAX8 inh HTS	F508del corr	DENV2 CPE	miR-122 sensor	EWS-Fli block	INS-1E GSIS act
Cc1csc(NC(=O)CCCC(=O)O)c1-c1nc2ccccc2s1	-5	22	0.4	-3	·	8	·
Cc1cn([C@H]2C[C@H](O)[C@@H](CNC(=O)CNC(=O)CN)O2)c(=O)[nH]c1=O	4	-8	-0.2	?	-6	-1	12
CC(/C=N/Nc1nc(C)cc(=O)[nH]1)=C\c1ccccc1	-4	-21	-2.0	-10	-2	-1	8
CNC[C@@H]1OCCCC[C@H](C)Oc2ccc(NC(=O)Nc3c(C)noc3C)cc2C(=O)N([C@H](C)CO)C[C@H]1C	·	-8	1.0	·	2[16.7 µM]	6	-1
COc1cc(CNCCN(C)C)ccc1OCc1c(F)cccc1Cl	3	12	-4.8	-7	2	-6	9
COc1cccc(NC(=S)/C(=C(\[O-])c2ccc(C)c([N+](=O)[O-])c2)[n+]2ccccc2)c1	-1	7	·	·	5	·	·
CCCNC(=O)C(Cc1ccccc1)NC(=O)Cc1ccccc1 (configuration not stated)	5	-2	2.6	3	-1	-3	8
COc1ccc(-c2cc(C(F)(F)F)c(C#N)c(SCC(=O)Nc3nc(C)co3)n2)cc1	·	·	0.4	2	2	15	0
COc1ccccc1/C=C/C=N/N1CCN(Cc2ccc(Cl)cc2)CC1	-2	·	·	·	-20	·	-17
Fc1ccc(CSc2nnc3ccc(-c4ccncc4)nn23)cc1	0	23	-0.7	0	-4	-24	-2
O=C(CCCN1C(=O)c2ccccc2C1=O)N1CCN(c2ccccn2)CC1	4	-1	·	·	-4	·	·
CCn1c(COc2ccc3c(c2)CCCC3)nnc1SCC(=O)Nc1ccc(C(=O)OC)cc1	4	-3	·	·	·	·	28
CCOc1ncccc1C(=O)OCc1csc(CC(=O)Nc2ccccc2C)n1	17	-14	-0.5	2	-8	-1	23
CN(CCCn1ccc(NC(=O)OCc2ccccc2)nc1=O)CCc1ccccn1	2	-2	2.2	7	-2	-9	-1
Oc1ccc(Oc2ccc(Oc3ccc(O)cc3)cc2)cc1	-2	4	-4.4	4	·	-15	12
c1ccc(NN(Cc2cnccn2)c2ccccc2)cc1	4	-10	-0.7	3	0	3	17
CCCN1C[C@H](C)[C@H](OC)CN(C)C(=O)c2cc(NC(=O)c3ccc(F)cc3)ccc2OC[C@@H]1C	-3	·	4.7	-10	6[16.7 µM]	-2	2
CCCC#Cc1ccc([C@H]2[C@@H](CO)N(C(C)=O)[C@H]2CN(C)C(=O)C2CC2)cc1	0	·	1.0	4	·	3	-7
COc1ccc(C2(CNC(=O)Cc3ccc(OC)c(OC)c3)CCCC2)cc1	4	-2	2.6	2	·	4	6
Cc1ccc(S(=O)(=O)NCC(=O)NCC(=O)NCCc2ccccc2F)cc1C	2	-1	2.3	-4	·	-9	2
COC(=O)CCC(=O)N1CCCC(CNS(=O)(=O)c2ccc(OC)cc2)C1 (configuration not stated)	-9	3	-2.6	3	·	2	3
Oc1ccccc1Nc1nc(NCc2ccco2)c2ccccc2n1	-6	-10	-1.9	5	·	10	-44
CCc1nnc(NC(=O)CSc2nc3c([nH]c4ccccc43)c(=O)n2CCOC)s1	1	·	-0.8	?	7	9	19
COC(=O)C[C@@H]1C=C[C@@H](NS(=O)(=O)c2ccc(OC)cc2)[C@@H](CO)O1	-29&2	4&-17	-2.1&-0.9	23*!	·	-1&5	-3&0
Cc1ccc(NC(=O)c2cc(S(=O)(=O)N3CCCC3)cn2C)cc1C	-10	-2	-4.0	-6	2	14	-7
CCCC(O)(c1ccc(OC)cc1)C(CN1CCOCC1)c1ccc(Cl)cc1 (configuration not stated)	-5	4	-4.4	4	2	5	-39
CN(c1ccccc1)c1nc(N)c([N+](=O)[O-])c(Nc2ccc(F)cc2)n1	6	-17	0.2	0	1	6	53
N#Cc1ccc(Oc2nc(C(N)=O)cc(-c3ccccc3)n2)cc1	-7	-15	·	·	7	·	11
CC(=O)Nc1ccc(Sc2ncnc3scc(-c4ccccc4)c23)cc1	-6	9	·	·	12	·	-5
CN1CCN(C2CCN(c3cccc(Cl)c3)CC2)CC1CCO (configuration not stated)	4	20	-1.0	1	8	3	-10
